# SIRT5 block – inhibitors of human sirtuin-5 desuccinylase; 330,000 compounds, 1.1% hits; Purified SirT5, succinyl-peptide AMC, trypsin-coupled fluorescence; inhibition, % at 15 µM; in the data active means inhibition above about 15%
# Target sequence (Q9NXA8 whole entry, looked up): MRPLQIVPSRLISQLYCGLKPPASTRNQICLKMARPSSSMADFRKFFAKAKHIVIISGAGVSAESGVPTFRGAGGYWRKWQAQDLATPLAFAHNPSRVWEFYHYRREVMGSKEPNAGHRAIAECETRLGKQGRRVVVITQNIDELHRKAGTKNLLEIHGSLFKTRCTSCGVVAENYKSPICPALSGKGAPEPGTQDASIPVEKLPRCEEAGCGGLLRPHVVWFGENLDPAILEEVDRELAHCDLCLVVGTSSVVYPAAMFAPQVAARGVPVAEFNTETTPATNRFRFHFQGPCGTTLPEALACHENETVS
# LGR2 inh – blocks bursicon-induced cAMP signaling via Drosophila LGR2. HEK293 LGR2, CRE-luciferase, bursicon-stimulated, 4 h. inhibition, % at 9.99 µM. 380,000 compounds, 0.35% hits. AID 720647;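 active means drop in luminescence signal, shown as inhibition above about 50% in the replicate tests, limit read from the data, passing the limit was not always enough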;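 further: agonist challenge used bursicon conditioned medium at about half maximal strength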
# C2C12 statin – protects C2C12 myotubes from simvastatin toxicity | ATP luminescence, 48 h; scaled: DMSO 0, geranylgeraniol control 100 | rescue of ATP level, % at 7.49 µM | 330,000 compounds, 0.78% hits | AID 602340;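 active means mean ATP rescue above about 67%, or every replicate alone reaching that limit, limit read from the data, passing the limit was not always enough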;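 further: myotubes were challenged with 10 µM simvastatin during compound exposure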
# ERAP1 HTS inh – inhibitors of human ERAP1 aminopeptidase; inhibition, % at 10.7 µM; AID 652197; Q9NZ08; 340,000 compounds, 0.15% hits; recombinant ERAP1, Leu-AMC fluorescence, 60 min;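 active means mean replicate inhibition of at least 30%, or all replicates individually reaching that 30% level; inactive means mean below 30% and not every replicate reaching it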;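 further: 0% = neutral control wells and 100% = L-leucinethiol positive control wells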
# PGC1a acetyl inh – PGC1a acetylation modulation, inhibitor mode; U2OS PGC1a acetylation, AlphaScreen anti-acetyl-lysine; with virally co-expressed GCN5 acetyltransferase; 350,000 compounds, 0.17% hits; inhibition, % at 15.6 µM; AID 651687;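 active means every replicate shows inhibition of at least 40%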;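 further: 0% = neutral control wells and 100% = positive control wells; some results beyond the cut were filed as inactive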
# XiGFP reactiv – X-chromosome reactivation activator; XiGFP mouse fibroblasts, % GFP-positive cells imaging, 3 d; cells co-treated with 5-aza-dC sensitizer; scaled so ellipticine positive control = 100%; activation, % at 7.58 µM; 360,000 compounds, 0.055% hits;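 active means mean normalized replicate activation at least 10% and every replicate at or above 10%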;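 further: 0% = median of on-plate neutral control wells and 100% = ellipticine 6 µM median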
#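 Assay system – SV40-immortalized XiGFP fibroblast cells, line 68-5-11 · Buffer or medium – DMEM supplemented with 5-aza-dC as sensitizing agent · Dosing – one concentration, pinned · Benchmarks – positive control ellipticine, 6 µM final · Times – 3 days compound exposure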
# Cneo AK release – causes C. neoformans cell lysis; adenylate kinase release luminescence, 4 h; normalised: neutral wells 0, clomiphene wells 100; lysis activity, % at 15 µM; 360,000 compounds, 0.2% hits; AID 651654;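 active means mean lysis activity across replicates of at least 80%, whatever share of replicates individually reach that level; inactive means mean lysis activity below 80%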
#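 Assay system: C. neoformans cells. Amount: yeast cell density of 5 × 10^6 cells/mL. Technique: AK luminescence. Buffer or medium: YPD. Times: static 4 h at 37 °C with compound, 1 h detection. Dosing: single-point compound dose. Read-out: lysis from increased AK signal.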
# S100A4 MyoIIA – inhibitors of human S100A4 binding to myosin IIA peptide. P26447. inhibition, % at 10.7 µM. 360,000 compounds, 0.14% hits. S100A4/TAMRA-MyoIIA peptide fluorescence polarization. AID 652163;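 active means mean inhibition of at least 70% across replicates, with every replicate also reaching that level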
# Target sequence (P26447 whole entry, looked up): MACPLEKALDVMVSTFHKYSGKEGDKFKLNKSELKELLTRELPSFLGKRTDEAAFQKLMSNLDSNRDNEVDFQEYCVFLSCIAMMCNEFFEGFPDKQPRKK
#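 Test system – S100A4 monomer (human) · Compound – single-point compound testing · Schedule – 5 min incubation before reading · Probe or stimulus – TAMRA-labelled myosin IIA heavy-chain peptide probe, 5 nM · Benchmarks – neutral control DMSO, positive control TFP · Medium – Calcium-containing HEPES buffer, pH 7.2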
# Numbers without * were called inactive; . = no result given. An excerpt; rates above refer to the full screens.
entry	mol	SIRT5 block	LGR2 inh	C2C12 statin	ERAP1 HTS inh
1	CCN(Cc1ccccc1)S(=O)(=O)c1ccc2oc(C(=O)O)c(C)c2c1	.	0	9	.
2	COc1ccc2ncccc2c1Cc1c(OC)ccc2ncccc12	-3	-2	-12	3
3	CC1CCCN(CCCNS(=O)(=O)c2cc(Br)cc3c2N(C(=O)C2CC2)CC3)C1 (configuration not stated)	-2	-11	1	-5
4	CCN1C(=O)N(c2ccc(C(C)=O)cc2)S(=O)(=O)c2ccccc21	1	8	16	-9
5	O=c1oc2ccccc2cc1-c1csc(Cc2nc(-c3ccc(Cl)cc3)cs2)n1	.	21	2	.
6	Cc1ccc(CSc2ncnc3ccccc23)cc1	-9	-28	2	0
7	C[C@@H]1CN([C@@H](C)CO)C(=O)CCCn2cc(nn2)CO[C@@H]1CN(C)C	.	2	6	.
8	COc1ccccc1/C=C/C(=O)OCc1nc2ccccc2c(=O)[nH]1	1	2	.	0
9	CC(C)CN1C(=O)c2ccc(C(=O)Nc3ccncc3)cc2C1=O	-4	7	-18	-1
10	O=C(C[C@@H]1C[C@H]2c3cc(NC(=O)C4CCOCC4)ccc3O[C@H]2[C@@H](CO)O1)NCc1ccccc1	3	4	-5	0

entry	PGC1a acetyl inh	XiGFP reactiv	Cneo AK release	S100A4 MyoIIA
1	-16	.	-1	.
2	-26	0.1	-2	-3
3	2	0.1	-2	-3
4	18	0.1	2	29
5	1	0.0	5	.
6	-11	0.7	-1	-8
7	5	0.0	.	.
8	.	0.0	.	-9
9	15	.	-1	-2
10	6	0.5	-1	2

# Further entries
entry	mol	SIRT5 block	LGR2 inh	C2C12 statin	ERAP1 HTS inh
11	COc1ccc(OCC(=O)N(Cc2ccc(C)o2)C2CCS(=O)(=O)C2)cc1 (configuration not stated)	1	-2	-5	-4
12	Cc1nnc(SCC(=O)Nc2ccccc2F)n1Cc1ccco1	3	-8	32	-5
13	Cc1nc(NC(=O)COC(=O)C2CC3CCCC(C2)C3=O)c(Cl)cc1Cl (configuration not stated)	0	4	2	1
14	O=C(NCc1cccs1)C1CC(O)CN1C(=O)Nc1ccccc1 (configuration not stated)	1	3	-5	3
15	Cc1cc(NS(C)(=O)=O)c(=O)n(Cc2c(F)cccc2Cl)c1	2	28	-2	.
16	COc1cc(NC(=O)c2cccc(Cl)c2)ccc1NC(=O)c1cccs1	-1	9	.	-4
17	COc1ccccc1CCNC(=O)C(=O)NCC1OCCN1S(=O)(=O)c1cc(F)ccc1F (configuration not stated)	2	2	9	-2
18	COc1ccccc1N/C(=N/S(=O)(=O)c1ccc(Cl)cc1)c1ccccc1	.	-14	17	.
19	Cc1ccccc1OCC(=O)O/N=C(\N)Cc1cccs1	.	-28	11	.
20	CO[C@H]1CN(C)C(=O)c2cc(NC(=O)c3cccc(F)c3)ccc2OC[C@H](C)N(C(C)=O)C[C@@H]1C	.	5	-4	.

entry	PGC1a acetyl inh	XiGFP reactiv	Cneo AK release	S100A4 MyoIIA
11	2	0.4	-4	-1
12	-1	0.5	5	-3
13	-9	0.3	-3	-3
14	-19	0.2	-2	-2
15	-2	-0.1	2	-6
16	-41	0.0	.	0
17	-1	-0.1	0	-2
18	-12	.	-2	.
19	-5	.	-1	.
20	-2	0.1	.	.

# Remaining list, next part
entry	mol	SIRT5 block	LGR2 inh	C2C12 statin	ERAP1 HTS inh
21	CCn1cc(C2=NOC(C(=O)Nc3cc(OC)c(Cl)cc3OC)C2)c(C)n1 (configuration not stated)	.	-13	9	.
22	CNC(=O)C[C@H]1CC[C@H]2[C@H](COc3ccc(NC(=O)C4CC4)cc3C(=O)N2C)O1	.	7	1	.
23	CCCCCCOc1ccc(C(=O)O)cc1C#N	.	-6	0	.
24	Cc1cc(NS(=O)(=O)c2ccc(NC(=S)NC(=O)c3ccncc3)cc2)no1	-3	-8	.	.
25	S=C(NCc1ccco1)Nc1ccc2c(c1)OCCO2	1	-37	.	2
26	COC(=O)c1c(NC(NC(=O)C(C)C)C(Cl)(Cl)Cl)sc2c1CCCC2 (configuration not stated)	-5	12	.	0
27	COc1ccc(NCC(=O)Nc2cccc(S(=O)(=O)N3CCCC3)c2)cc1Cl	3	-17	7	3
28	CC(C)(C)c1cc(NC(=O)COC(=O)c2nccnc2N)n(-c2ccccc2)n1	-21	1	-2	-13
29	CN(C)CC#Cc1ccc([C@@H]2[C@@H](CO)N3CCCCN(C(=O)Nc4ccc(F)cc4)C[C@H]23)cc1	-8	7	-26	-5
30	O=C1NC[C@@H](CCCCN2C[C@H](Cc3ccccc3)N(CC3CCCCC3)C(=O)C2=O)N(CCc2ccccc2)C1=O	2	2	.	-1

entry	PGC1a acetyl inh	XiGFP reactiv	Cneo AK release	S100A4 MyoIIA
21	-17	.	-5	.
22	5	0.4	3	.
23	5	0.2	0	.
24	10	-0.2	.	0
25	.	0.0	.	2
26	.	-0.1	.	-6
27	-3	0.0	-1	-3
28	.	-0.1	4	2
29	0	0.0	-1	3
30	.	0.1	.	16

# (cont.)
entry	mol	SIRT5 block	LGR2 inh	C2C12 statin	ERAP1 HTS inh
31	O=C(C[C@H]1CC[C@H](NC(=O)c2ccc(F)cc2)[C@@H](CO)O1)NCCc1ccccc1	0	-17	3	0
32	C[C@@H]1CN([C@H](C)CO)C(=O)c2cc(NS(=O)(=O)c3ccc(Cl)cc3)ccc2O[C@@H](C)CCCCO[C@H]1CN(C)C(=O)Nc1ccc2c(c1)OCO2	5	2	.	-3
33	COc1ccc(-c2csc3ncnc(Nc4ccc(O)cc4)c23)cc1	10	7	.	.
34	CCOC(=O)C1(C)Oc2ccc(S(=O)(=O)CC)cc2NC1=O (configuration not stated)	6	7	6	2
35	COc1cccc(/C=C/C(=O)OCC(=O)NCc2ccc(Cl)cc2)c1	-2	8	-2	8
36	O=C(NCc1ccco1)C(=S)N1CCCC1	-2	-15	10	-2
37	CCOC(=O)N1CCN(CC(=O)c2ccc3c(c2)CCN3)CC1	0	-1	.	3
38	COC(=O)/C=C1\N/C(=N\c2nc(C)cc(C)n2)N(c2ccc(Cl)cc2)C1=O	-1	1	.	2
39	CCc1nc2c(OCc3cc(Cl)cc(Cl)c3)cccn2c1N(C)C(=O)c1cccc(OC)c1	0	-5	-22	-2
40	Cc1ccc(NC(=O)c2ncn(CC(=O)NCC(C)c3ccccc3)n2)cc1C (configuration not stated)	.	-12	9	.

entry	PGC1a acetyl inh	XiGFP reactiv	Cneo AK release	S100A4 MyoIIA
31	-5	0.2	3	2
32	-16	0.2	.	-4
33	.	1.0	.	-4
34	-8	-0.1	7	0
35	5	0.0	7	-7
36	-14	-0.1	1	-13
37	13	.	.	-4
38	3	0.0	1	2
39	-2	0.2	-1	-3
40	3	0.2	0	-3

# Next section, starting with the last five of the part before.
entry	mol	SIRT5 block	LGR2 inh	C2C12 statin	ERAP1 HTS inh
36	O=C(NCc1ccco1)C(=S)N1CCCC1	-2	-15	10	-2
37	CCOC(=O)N1CCN(CC(=O)c2ccc3c(c2)CCN3)CC1	0	-1	.	3
38	COC(=O)/C=C1\N/C(=N\c2nc(C)cc(C)n2)N(c2ccc(Cl)cc2)C1=O	-1	1	.	2
39	CCc1nc2c(OCc3cc(Cl)cc(Cl)c3)cccn2c1N(C)C(=O)c1cccc(OC)c1	0	-5	-22	-2
40	Cc1ccc(NC(=O)c2ncn(CC(=O)NCC(C)c3ccccc3)n2)cc1C (configuration not stated)	.	-12	9	.
41	NC(=O)c1ccccc1OCc1nc2ccccc2s1	6	0	-1	0
42	COC(=O)CCCC1=CC2=CC(=O)C(C)(OC(=O)c3cccs3)C(=O)C2=CN1C1CCCC1 (configuration not stated)	1	11	-19	6
43	O=C(NNC1=Nc2ccccc2SC1)c1ccc(Cl)cc1	-4	.	.	0
44	O=S(=O)(Nc1cccc(-c2ccc3nncn3n2)c1)c1cccc(F)c1	-1	-3	.	0
45	O=C(c1ccccc1)N1CC[C@H]2[C@H](CO)Nc3ccc(-c4ccc(F)cc4)cc3[C@H]21	.	-16	14	.
46	CC(=O)c1ccc(NC(=O)Nc2cccnc2)cc1	0	-52	-9	-1
47	O=C(/C=C/c1ccccc1[N+](=O)[O-])Nc1cc(S(=O)(=O)N2CCOCC2)ccc1N1CCOCC1	2	11	-3	4
48	CC(C)(C)c1ccc(-c2nnc(SC3CCOC3=O)n2Cc2ccccc2)cc1 (configuration not stated)	-4	0	.	-2
49	COCCN(C(=O)COC(=O)C(c1ccccc1)c1ccccc1)c1c(N)n(Cc2ccccc2)c(=O)[nH]c1=O	-10	-5	14	2
50	C[C@H](CO)N1C[C@H](C)[C@H](CN(C)C)Oc2ccc(NC(=O)Cc3cn(C)c4ccccc34)cc2CC1=O	-5	-2	-6	1

entry	PGC1a acetyl inh	XiGFP reactiv	Cneo AK release	S100A4 MyoIIA
36	-14	-0.1	1	-13
37	13	.	.	-4
38	3	0.0	1	2
39	-2	0.2	-1	-3
40	3	0.2	0	-3
41	2	0.1	-1	-2
42	1	0.2	0	5
43	15	-0.1	4	1
44	.	-0.1	.	0
45	4	0.2	22	.
46	.	0.2	2	-1
47	7	0.1	0	-1
48	5	0.0	-1	3
49	10	0.1	.	-1
50	-2	0.2	-4	-18

# Continuation:
entry	mol	SIRT5 block	LGR2 inh	C2C12 statin	ERAP1 HTS inh
51	CCCC#Cc1ccc2c(c1)O[C@H](CN(C)C(=O)NC(C)C)[C@@H](C)CN([C@@H](C)CO)S2(=O)=O	0	-36	4	-1
52	COc1ccc(N(CC(=O)N2c3ccccc3CC2C)S(=O)(=O)c2c(C)nn(C)c2C)cc1 (configuration not stated)	0	-3	6	1
53	O=C(CC1C(=O)NCCN1Cc1ccccc1C(F)(F)F)NCCn1cccn1 (configuration not stated)	-1	-3	9	-3
54	O=C1CSC(=Nc2cccc(C(=O)O)c2)N1	-2	12	-4	0
55	CCCCN(C)C1CCN(C(=S)Nc2ccc(OCC)cc2)CC1	-4	4	19	0
56	CN(CC(=O)Nc1ccccc1Cl)C(=O)C1CCN(C(=O)c2ccc(F)cc2)CC1	-3	5	6	1
57	Cc1cccc(N2CCN(C3C(=O)Nc4ccccc4-n4nnnc43)CC2)c1C (configuration not stated)	-2	-20	.	1
58	CC(C)CC(NC(=O)OC(C)(C)C)C(=O)NC(C(=O)N1CCCC1C(N)=O)C(C)C (configuration not stated)	.	15	-5	.
59	CN(C)S(=O)(=O)c1ccc(C(=O)Nc2cc3c(cc2C(=O)O)OCCCO3)cc1	4	15	9	1
60	CO[C@H]1CN(C)C(=O)c2cc(NC(=O)c3nc4ccccc4s3)ccc2OC[C@@H](C)N(Cc2cncnc2)C[C@H]1C	2	-8	3	2
61	[O-]/[N+](=C/c1ccco1)c1ccccc1	-4	-23	2	-3

entry	PGC1a acetyl inh	XiGFP reactiv	Cneo AK release	S100A4 MyoIIA
51	-2	-0.2	6	-6
52	.	0.2	1	-5
53	9	-0.1	-1	18
54	2	0.0	1	-6
55	0	0.0	5	4
56	-2	0.0	-3	0
57	.	0.4	.	-5
58	-5	.	-2	.
59	.	0.2	-12	-1
60	6	0.2	-3	-9
61	7	0.1	-2	4

# High-throughput results as filed in PubChem BioAssay.
